Screening results as filed in PubChem.
P. falciparum M17LAP = P. falciparum M17LAP inhibitors, primary screen, biochemical, fluorogenic H-Leu-NHMec substrate, 1536-well (AID 1619). recombinant M17LAP, H-Leu-NHMec fluorogenic kinetic assay; higher % means a stronger effect. inhibition, % at 30 µM, or IC50 in µM where a hit was titrated. 220,000 compounds, 0.38% hits;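 active = compound inhibiting the enzyme by more than half at any dose during confirmatory dose-response retesting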;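 also: plate controls were full reaction with DMSO carrier for no effect and no enzyme background for full effect; strong numbers were not always called active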
P. falciparum M1AAP = malaria alanyl aminopeptidase activity blockers – biochemical, fluorogenic H-Leu-NHMec substrate, 1536-well (AID 1445); recombinant M1AAP, H-Leu-NHMec fluorogenic kinetic assay; higher % means a stronger effect; inhibition, % at 30 µM; hits with a dose series show IC50 in µM; 220,000 compounds, 0.42% hits;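 active = primary inhibition above the hit cutoff, then over 50% inhibition at one or more dose response concentrations, cut at about 23% in these data, passing the limit was not always enough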;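 also: plate controls were DMSO full reaction for no effect and no enzyme background for full effect; strong numbers were not always called active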
Dynein cargo inh = blocks dynein driven cargo transport along microtubules; z-score, hits read low; 220,000 compounds, 0.47% hits; 3617.4 mouse cells, GR-EGFP nuclear translocation imaging; test concentration mostly 20 µM; stimulated with dexamethasone, 1 µM; active compounds read low;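 active = plate z-score of nuclear minus cytoplasmic receptor signal below a set negative limit, without overly bright fluorescence or cell loss, cut at about -3.5 in these data, passing the limit was not always enough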;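 also: z-score of nuclear minus cytoplasmic ring GR-EGFP intensity difference per well; some compounds called inactive have numbers as strong as hits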
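Buffer or medium – tet-free medium with charcoal-stripped serum · Signal – automated 10x imaging of fixed Hoechst-stained cells · Also added – dexamethasone agonist, 1.0 µM final, for 30 min · Incubation – induction 48 h, compound 1 h, agonist 30 min · Read-out – GR-EGFP nuclear translocation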
T cell modulator = T cell immune modulators affecting CD8 T cell-vesicle binding; 2C CD8+ T cell-vesicle binding, flow cytometry; active compounds read low; calls only at 7 µM; 330,000 compounds, 0.068% hits;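 active = response, share of CD8 T cells binding vesicles, and their 90th percentile fluorescence all below set limits, cut at about 80% in these data, passing the limit was not always enough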
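Assay system – 2C mouse CD8+ T cells · Also added – QL9-loaded Drosophila micro-vesicles · Timing – Cell–vesicle co-incubation 1.5 h at 37 °C, staining 20 min on ice · Signal – flow cytometry of vesicle-bound cells · Measure – percent CD8+ FL2 mean versus row control · Controls – Peptide-free naked vesicles (low) and QL9 vesicles with 0.7% DMSO vehicle (high)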
Yfh1-depleted yeast = enhancers of respiration in Yfh1-depleted yeast, dose response, Friedreich's ataxia, plus single-dose screen (AID 1465). S. cerevisiae Yfh1-off respiration, WST-1 reduction, 72 h; higher fold induction means a stronger effect. fold induction at 50 µM; hits with a dose series show EC50 in µM. 220,000 compounds, 0.074% hits;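 active = fold induction of absorbance versus untreated yeast above a set limit, then at least 30% activation at any dose in follow-up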;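 also: activators that raise dye reduction in frataxin-depleted yeast; strong numbers were not always called active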
b-catenin transl = beta-catenin nuclear translocation modulation; HeLa beta-catenin nuclear translocation, immunofluorescence imaging; nuclear translocation activity, % at 5 µM; 190,000 compounds, 0.3% hits;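 active = nuclear translocation activity above 50% at 5 µM, with a well cell count of 50 or more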;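 also: per-cell ratio of nuclear to cytoplasmic median beta-catenin stain intensity; plate controls were DMSO negative control for no effect and GSK-3 inhibitor IX positive control for full effect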
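Test system: human HeLa cells, endogenous beta-catenin. Times: 24 h compound exposure, 37°C. Measured by: beta-catenin immunofluorescence imaging with DAPI.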
MT stabilize HCS = microtubule stabilization, imaging screen; HeLa tubulin immunostaining HCS, 24 h; share of cells brighter than vehicle mean+2SD; % tubulin-high responders, % at 10 µM; 200,000 compounds, 0.83% hits; AID 2205;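 active = plate Z-score above 3 for both tubulin-high and condensed-nucleus cell shares, with cell loss under 80%, at 10 µM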;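 also: anti alpha tubulin signal scored within the nucleus-defined area of each cell; some results filed as inactive read as strong as hits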
Autophagy mod = alters autophagy in cells; MEF GFP-LC3 puncta imaging; test concentration mostly 10 µM; calls only at 10 µM (by protocol); 190,000 compounds, 0.98% hits; AID 463193;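 active = percentage of spot-positive cells more than 3 SD above its plate mean, without a fluorescence outlier flag or 80% toxicity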;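 also: spot-positive cell cutoff set from DMSO-treated cells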
WT yeast gro inh = growth inhibition of WT yeast, mitochondrial fusion screen. mitochondrial fusion phenotypic screen, WT strain. inhibition, % at 10 µM. 190,000 compounds, 2.1% hits. AID 1362; in the data active = inhibition above about 58%; tested in S. cerevisiae
WT yeast gro inh mutant strain = second read-out of WT yeast gro inh, no call of its own (marks repeat the call); inhibition, %; mitochondrial fusion phenotypic screen, mutant strain inhibition
Dynein cargo inh cytoplasmic EGFP = also measured in Dynein cargo inh; calls as there; z-score; measured here: cytoplasmic GR-EGFP intensity; active compounds read high
Dynein cargo inh nuclear GR-EGFP = recorded beside Dynein cargo inh, whose call it bears; z-score; measured here: nuclear GR-EGFP intensity;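 lower value marks the stronger effect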
Dynein cargo inh cell count = also measured in Dynein cargo inh; calls as there; z-score; measured here: cell count per field
b-catenin transl cell count 5 µM = second read-out of b-catenin transl, no call of its own (marks repeat the call); cell count; measured here: cell count, cytotoxicity flag
T cell modulator vesicle-bound % = recorded beside T cell modulator, whose call it bears; double positive events, %; measured here: CD8+ vesicle-bound cell fraction;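 binding gate set so that unloaded-vesicle control wells show 10% double positive cells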
MT stabilize HCS Hoechst-high % = further read-out of MT stabilize HCS, marked with its call; % Hoechst-high responders; measured here: nuclear condensation Hoechst responders;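 share of cells brighter than vehicle mean plus two SD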
MT stabilize HCS cytotoxicity % = also measured in MT stabilize HCS; calls as there; toxicity, %; measured here: cytotoxicity by cell density;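 0% = mean cell density of plate MIN control wells and 100% = no cells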
Autophagy mod cell loss 18 h = also measured in Autophagy mod; calls as there; toxicity, %; measured here: cell loss, nuclei count;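 cell loss after 18 h compound exposure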
Numbers without * were called inactive; i = inactive; / = no result given.

structure | P. falciparum M17LAP | P. falciparum M1AAP | Dynein cargo inh | Dynein cargo inh cytoplasmic EGFP | Dynein cargo inh nuclear GR-EGFP | Dynein cargo inh cell count | T cell modulator | T cell modulator vesicle-bound % | Yfh1-depleted yeast | b-catenin transl | b-catenin transl cell count 5 µM | MT stabilize HCS | MT stabilize HCS Hoechst-high % | MT stabilize HCS cytotoxicity % | Autophagy mod | Autophagy mod cell loss 18 h | WT yeast gro inh | WT yeast gro inh mutant strain
O=c1[nH][nH]c(-c2ccccc2)c1C=Nc1ccccc1Cl | 104% | 4% | -0.43 | -0.19 | -0.29 | 0.21 | i | 14 | i | -2.2 | 1404 | 0.8 | 1.1 | 5.7 | i | 1 | 43 | 4
CC1CN(C(=O)C(C)N2CCN(c3ccccc3Cl)CC2)CC(C)O1 (stereo unspecified) | -2% | 0% | 0.011 | -0.33 | -0.48 | 1.2 | i | 36 | i | -0.8 | 1131 | 1.5 | 3.0 | 3.6 | i | 8 | 7 | -4
O=C(N1CCCCCC1)N1CCN(C(=O)N2CCOCC2)CC1 | -3% | 5% | 0.26 | -0.23 | 0.46 | -0.96 | i | 40 | i | 0.7 | 1075 | 3.0 | 1.7 | 2.9 | i | 5 | -10 | -9
COc1cccc(/C=C/C(=O)N2CCN(S(=O)(=O)c3ccccc3)CC2)c1OC | -2% | 5% | 0.2 | -0.78 | 0.31 | 0.67 | i | 9 | i | 1.6 | 1315 | / | / | / | / | / | / | /
Cc1ccc(SCCOCCN2CCc3ccccc3C2)cc1 | -7% | 1% | -0.5 | -0.22 | -0.37 | 0.37 | i | 44 | i | 1.8 | 509 | 3.1 | 2.0 | 0.8 | i | -4 | 44 | 47
CC(C)CCN1CCN(C/C=C/c2ccco2)CC1CCO (stereo unspecified) | 0% | -15% | -0.098 | 0.29 | 0.25 | -0.32 | i | 34 | i | 1.0 | 939 | 4.7 | 1.9 | 3.5 | i | -13 | 8 | 9
N#Cc1c(Nc2ccccc2)c(/C=N/NCCO)c[nH]c1=O | 11% | 2% | -0.61 | -0.25 | -0.42 | 0.14 | i | 57 | i | -1.0 | 1081 | 3.2 | 2.8 | 4.3 | i | 3 | -7 | 6
COc1ccc(CCn2c(Br)nc3c2c(=O)[nH]c(=O)n3C)cc1 | -7% | 2% | 2.9 | 0.25 | 1.9 | -2.3 | i | 31 | i | -0.6 | 1383 | 1.8 | 1.3 | 1.8 | i | 1 | 1 | -2
COc1ccc(Nc2nc(Cl)nc(NCc3ccco3)n2)c(OC)c1 | -4% | 4% | -0.62 | -0.2 | 0.29 | 0.81 | i | 26 | i | 3.2 | 1372 | 2.7 | 1.3 | 5.7 | i | 9 | 7 | -2
O=Cc1ccc(OCc2cccc(C(F)(F)F)c2)cc1O | 1% | 5% | 0.78 | -0.28 | 0.64 | -1.2 | i | 34 | i | 0.0 | 1052 | 7.0 | 2.9 | 6.6 | i | 31 | 26 | 24
O=C(CSc1nc2c(c(=O)n1-c1ccc(F)cc1)SCC2)N1CCCC1 | 11% | 8% | 0.36 | -0.36 | 0.47 | 0.79 | i | 40 | i | / | / | 3.5 | 0.6 | 7.7 | i | 9 | 11 | 1
Fc1ccc(NC(=S)Nc2ccc(Cl)cc2Cl)cc1 | -2% | 5% | -0.84 | -0.15 | -0.22 | 0.67 | i | 58 | i | -2.2 | 1156 | 2.4 | 2.2 | 10.0 | i | 3 | 4 | 12
Cc1ccc(/C=C/C(=O)OCC(=O)Nc2ccccc2Sc2ccccc2)cc1 | 17% | -1% | -0.7 | -0.3 | -0.41 | 0.21 | i | 44 | i | -0.6 | 516 | 1.5 | 4.4 | 11 | i | 3 | 47 | 21
Cc1oc(-c2ccccc2F)nc1CS(=O)(=O)CC(=O)N1CCN(Cc2ccccc2)CC1 | 10% | 14% | -0.61 | -0.2 | 0.01 | 0.43 | i | 29 | i | -1.0 | 1100 | 5.2 | 2.0 | 12 | i | 15 | 12 | 11
O=C(CCCc1nc2ccccc2s1)N1CCN(c2ccccc2)CC1 | 12% | 6% | -0.71 | 0.23 | 0.35 | 0.54 | i | 23 | i | 0.8 | 988 | 2.9 | 2.3 | 14 | i | 17 | 29 | 16
Cc1ccc(OCCOC(=O)c2nc3nccc(C)n3n2)cc1 | 7% | 3% | 1.5 | -0.093 | 1.2 | -2 | i | 55 | i | -1.1 | 1108 | 3.6 | 2.8 | 9.8 | i | -1 | 2 | -8
CCOc1ccccc1OCCC(=O)OCC(=O)c1ccc[nH]1 | 11% | 7% | -0.28 | -0.18 | -0.29 | 0.092 | i | 27 | i | -3.9 | 1146 | 1.4 | 2.0 | 0.8 | i | -14 | -15 | -7
COc1ccc(-c2[nH]nc3c2C(c2ccc(OC(=O)N4CCOCC4)cc2)C(C#N)=C(N)O3)cc1 (stereo unspecified) | 30% | 18% | -0.77 | -0.41 | -0.31 | 0.12 | i | 56 | / | 4.0 | 1078 | 3.2 | 1.9 | 4.9 | i | -1 | -5 | 10
Cc1ccccc1NN1C(=O)C=CC1=O | 25% | 7% | 0.4 | -0.065 | 0.82 | 0.3 | i | 57 | i | -1.1 | 1146 | 1.9 | 1.9 | 6.0 | i | -41 | 3 | 22
CCCNC(=O)Cn1cnc2sc(C(=O)Nc3ccc4c(c3)OCO4)c(C)c2c1=O | 16% | -8% | -0.46 | -0.13 | 0.22 | 0.94 | i | 26 | i | / | / | 2.6 | 2.0 | 10 | i | -19 | 0 | 7

Reprinted from the part before: two compounds, followed by the next part.
structure | P. falciparum M17LAP | P. falciparum M1AAP | Dynein cargo inh | Dynein cargo inh cytoplasmic EGFP | Dynein cargo inh nuclear GR-EGFP | Dynein cargo inh cell count | T cell modulator | T cell modulator vesicle-bound % | Yfh1-depleted yeast | b-catenin transl | b-catenin transl cell count 5 µM | MT stabilize HCS | MT stabilize HCS Hoechst-high % | MT stabilize HCS cytotoxicity % | Autophagy mod | Autophagy mod cell loss 18 h | WT yeast gro inh | WT yeast gro inh mutant strain
Cc1ccccc1NN1C(=O)C=CC1=O | 25% | 7% | 0.4 | -0.065 | 0.82 | 0.3 | i | 57 | i | -1.1 | 1146 | 1.9 | 1.9 | 6.0 | i | -41 | 3 | 22
CCCNC(=O)Cn1cnc2sc(C(=O)Nc3ccc4c(c3)OCO4)c(C)c2c1=O | 16% | -8% | -0.46 | -0.13 | 0.22 | 0.94 | i | 26 | i | / | / | 2.6 | 2.0 | 10 | i | -19 | 0 | 7
Cc1ccc(N2C(=O)CC(Nc3ccc(Cl)c(S(=O)(=O)N(C)C)c3)C2=O)c(C)c1 (stereo unspecified) | -8% | 4% | 1.6 | -0.19 | 1.1 | -1.6 | i | 6 | i | -5.7 | 1097 | 3.3 | 2.2 | 6.8 | i | -4 | 3 | 7
CCOC(=O)Nc1ccccc1C(=O)Nc1cc(C)cc(C)c1 | -1% | 7% | -0.4 | -0.3 | 0.36 | 0.2 | i | 31 | i | -0.7 | 1489 | 5.4 | 2.6 | 7.5 | i | -1 | 8 | 7
c1ccc(C2Oc3ccccc3C3CC(c4cccs4)=NN32)cc1 (stereo unspecified) | 8% | 17% | -1.7 | 0.13 | -0.55 | -1 | i | 8 | i | -0.1 | 936 | 4.7 | 3.9 | 6.9 | i | -8 | 49 | 8
Clc1ccc(CSc2nnc(/C=C/c3ccccc3)o2)cc1 | 7% | 2% | -0.42 | -0.23 | -0.73 | 0.77 | i | 38 | i | 5.9 | 996 | 0.5 | 1.4 | 8.3 | i | -2 | 8 | 23
CCOC(=O)c1[nH]c(C)c(CCC(=O)OC)c1C | 11% | -2% | -0.57 | -0.15 | -0.39 | 0.2 | i | 27 | i | 0.2 | 1014 | 2.5 | 3.1 | 7.3 | i | -2 | 14 | 8
O=C(NCc1ccc2c(c1)OCO2)C12CC3CC(CC(C3)C1)C2 | 1% | -1% | 1.6 | 0.016 | 0.86 | -0.19 | i | 29 | i | -2.5 | 1252 | 1.5 | 0.9 | 6.0 | i | -1 | 20 | 25
O=C(Cn1cnc2c(nnn2Cc2ccc(Cl)cc2)c1=O)NCC1CCCO1 (stereo unspecified) | 6% | -2% | -0.98 | -0.12 | -0.7 | 0.22 | i | 10 | i | / | / | 2.5 | 2.7 | 3.8 | i | -2 | 21 | -6
CC(=O)C1=C(O)C(=O)N(c2cc(C(C)(C)C)on2)C1c1ccc(C(C)C)cc1 (stereo unspecified) | 15% | -1% | -0.63 | -0.24 | -0.32 | 1.3 | i | 47 | i | -4.0 | 939 | 1.8 | 1.1 | 5.0 | i | 1 | 19 | 3
COc1ccc(-c2csc(NC(=O)COC(=O)c3ccc(Br)o3)n2)cc1 | 2% | 6% | 0.63 | -0.31 | -0.15 | -0.048 | i | 52 | i | / | / | 1.9 | 3.0 | 11 | i | -5 | 5 | -10
C#CCOCCOCCOCCNc1nc(N2CCN(C(=O)[C@H]([C@@H](C)CC)n3cc([C@@H](N)Cc4ccc(O)cc4)nn3)CC2)nc(N2CCN(C(=O)[C@H](Cc3cc4ccccc4[nH]3)n3cc([C@@H](N)C(C)CC)nn3)CC2)n1 (stereo partly specified) | -4% | 11% | -1 | 0.11 | -0.22 | 0.44 | i | 26 | / | -0.3 | 1153 | 3.4 | 1.7 | 8.7 | i | -5 | -6 | -1
